TbMetRS inhib = T. brucei MetRS inhibitors, primary screen, biochemical, luminescence; AID 624268, 2012; methionyl-tRNA synthetase (Trypanosoma brucei brucei); inhibition, % at 11.9 µM; purified T. brucei MetRS, ATP depletion, Kinase-Glo luminescence; hit rate 0.4% among 360,000;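 active = inhibition above a per-plate cutoff of the control wells' mean inhibition plus 3 SD, cut at about 5.5% in these data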;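 note: 0% = DMSO wells median and 100% = median of wells with control inhibitor compound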
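technique = Kinase-Glo luminescence, ATP depletion format | system = purified MetRS (methionyl-tRNA synthetase) enzyme from Trypanosoma brucei | timing = 15 min preincubation, 2 h reaction, all 25 °C | evaluation = percent inhibition versus plate control medians | dosing = single dose, 11.9 µM final nominal, 0.9% final DMSO | also added = substrates ATP, L-methionine and bulk Escherichia coli tRNA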
SUMO1-SIM PPI = modulators of SUMO1 protein-protein interactions, primary screen, biochemical, uHTS. hit rate 0.33% among 360,000. SUMO1 binding to a labelled peptide, TR-FRET, 1 h. Small ubiquitin-related modifier 1 (Homo sapiens), P63165. inhibition, % at 20 µM. AID 602429, 2012; in the data active = inhibition above about 37%
Target sequence (P63165 whole entry, looked up): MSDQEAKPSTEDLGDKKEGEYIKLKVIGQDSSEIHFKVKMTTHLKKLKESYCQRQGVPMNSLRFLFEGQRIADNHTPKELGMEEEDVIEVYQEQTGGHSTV
DNMT1 inh = human DNMT1 methyltransferase inhibitors, primary screen, biochemical, molecular beacon, fluorescence, HinP1I cleavage, uHTS; inhibition (reported as % activation of signal), % at 10 µM; AID 588458, 2011; DNA (cytosine-5)-methyltransferase 1 (Homo sapiens), P26358; hit rate 0.83% among 360,000; in the data active = inhibition above about 50%
MsrA inhibitor = bovine MsrA enzyme inhibitors, primary screen, biochemical, absorbance, HTS; Methionine sulfoxide reductase A (Bos taurus); purified bovine MsrA, absorbance read-out; inhibition, % at 15.5 µM; hit rate 0.75% among 360,000; in the data active = inhibition above about 4.5%;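 note: 0% = vehicle wells with enzyme and 100% = reference inhibitor wells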
LMPTP inh = LMPTP phosphatase inhibitors, primary screen, biochemical, fluorescence intensity, uHTS | Low molecular weight phosphotyrosine protein phosphatase (Homo sapiens), P24666 | recombinant LMPTP-A, OMFP fluorogenic substrate | inhibition, % at 20 µM | hit rate 0.22% among 360,000 | AID 651560, 2012;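 active = compounds that cut the enzyme signal by at least half of the control window in the single-dose screen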;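 note: plate controls were DMSO wells with enzyme plus substrate for no effect and substrate without enzyme for full effect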
Target sequence (P24666 whole entry, looked up): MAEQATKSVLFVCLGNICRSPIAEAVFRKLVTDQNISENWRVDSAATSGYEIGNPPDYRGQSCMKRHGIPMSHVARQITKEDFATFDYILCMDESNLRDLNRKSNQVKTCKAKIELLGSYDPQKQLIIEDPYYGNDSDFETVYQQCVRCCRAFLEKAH
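material = LMPTP-A | quantity = 0.625 nM enzyme | reagent = OMFP substrate, 400 µM final | buffer or medium = Bis-Tris pH 6.0, DTT, detergent | detection = endpoint fluorescence intensity from OMFP dephosphorylation | dosing = single 20 µM dose | read-out basis = % inhibition relative to no-enzyme and uninhibited control wells | control set = no-enzyme and uninhibited controls | timing = 50 min at room temperature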
Scp-1 inhibitor = Scp-1 phosphatase inhibitors, primary screen, biochemical, colorimetric, uHTS | Recombinant Scp1, phosphopeptide, malachite green phosphate absorbance | hit rate 0.88% among 340,000 | inhibition, % at 20 µM | Carboxy-terminal domain RNA polymerase II polypeptide A small phosphatase 1 (Homo …;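 active = inhibition above about 50% at 20 µM, limit read from the data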;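 note: plate controls were DMSO wells with enzyme for no effect and wells lacking enzyme for full effect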
Target sequence (Q9GZU7 76-261 limits assumed): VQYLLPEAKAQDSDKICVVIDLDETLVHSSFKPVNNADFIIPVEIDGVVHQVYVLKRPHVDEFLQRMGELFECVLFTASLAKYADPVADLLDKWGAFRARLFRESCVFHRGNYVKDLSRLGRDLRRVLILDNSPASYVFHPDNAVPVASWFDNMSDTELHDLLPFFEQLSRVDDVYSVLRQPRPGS
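Test system – truncated SCP-1 phosphatase (76-261aa) · Reagent – Phosphorylated 17-residue peptide substrate · Incubation – 45 min room-temperature reaction, 5 min colour, 30 min stabiliser · Detection – colorimetric phosphate reagent with accelerator and stabiliser, absorbance at 630 nm · Measure – % inhibition at 20 µM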
eLon inh = inhibitors of E. coli Lon protease, primary screen, biochemical, fluorescence polarization. purified E. coli Lon protease. inhibition, % at 7.94 µM. hit rate 0.42% among 360,000. AID 602123, 2011; in the data active = inhibition above about 13%, passing the limit was not always enough;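 note: 0% = enzyme with probe and DMSO and 100% = no enzyme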
STEP block = STEP phosphatase inhibitors, primary screen, biochemical, fluorescence intensity, uHTS; inhibition, % at 20 µM; Tyrosine-protein phosphatase non-receptor type 5 (Homo sapiens), P54829; recombinant STEP, OMFP fluorogenic substrate; hit rate 0.25% among 360,000;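 active = inhibition at 20 µM, scaled per plate between control wells, above about 37%, limit read from the data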;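 note: 0% = DMSO with enzyme and substrate and 100% = substrate only without enzyme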
Target sequence (P54829 whole entry, looked up): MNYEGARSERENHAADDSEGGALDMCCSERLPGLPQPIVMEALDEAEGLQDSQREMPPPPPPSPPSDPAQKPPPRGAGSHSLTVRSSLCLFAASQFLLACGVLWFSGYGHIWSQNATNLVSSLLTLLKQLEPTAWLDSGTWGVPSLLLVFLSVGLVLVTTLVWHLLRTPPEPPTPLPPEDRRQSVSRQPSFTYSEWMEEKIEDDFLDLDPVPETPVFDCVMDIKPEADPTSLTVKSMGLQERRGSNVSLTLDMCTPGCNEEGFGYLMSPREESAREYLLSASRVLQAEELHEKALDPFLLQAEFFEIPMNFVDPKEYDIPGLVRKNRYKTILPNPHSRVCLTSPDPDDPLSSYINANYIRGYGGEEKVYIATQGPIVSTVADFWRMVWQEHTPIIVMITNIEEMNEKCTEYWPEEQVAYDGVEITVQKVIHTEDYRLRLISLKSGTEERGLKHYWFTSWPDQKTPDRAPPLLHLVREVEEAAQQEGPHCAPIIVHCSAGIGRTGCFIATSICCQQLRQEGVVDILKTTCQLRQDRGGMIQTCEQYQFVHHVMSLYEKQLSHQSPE
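material = STEP tyrosine phosphatase | reagent = fluorogenic phosphatase substrate OMFP at 25 µM final | doses = single compound dose of 20 µM, 1% DMSO final | schedule = 20 min reaction, room temperature, in the dark | measured by = fluorescence, 480/540 nm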
NRP1-CendR mod = modulators of CendR peptide binding to NRP-1, primary screen, biochemical, fluorescence polarization, uHTS; inhibition, % at 25 µM; hit rate 0.85% among 360,000; FAM-RPARPAR peptide binding to NRP-1; AID 602438, 2012; Neuropilin-1 (Homo sapiens), O14786;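 active = inhibition or corrected inhibition above about 18%, plus a signal ratio from 0.5 to 1.5, limit read from the data, passing the limit was not always enough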; note: strong numbers were not always called active
MsrA act = bovine MsrA enzyme activators, primary screen, biochemical, absorbance, HTS; purified bovine MsrA, absorbance read-out; activation, % at 10.6 µM; hit rate 0.3% among 360,000; in the data active = activation above about 7.5%;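 note: 0% = vehicle and 100% = reference activator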
Starred values were filed as active, the others as inactive; / = no result given; & = joins results of further samples.

TbMetRS inhib	SUMO1-SIM PPI	DNMT1 inh	MsrA inhibitor	LMPTP inh	Scp-1 inhibitor	eLon inh	STEP block	NRP1-CendR mod	MsrA act	compound
-0.3	-16	3	0.1	0.9	-9	4	3	0	-2	NC(=O)c1cccc2cc3ccccc3cc12
0.4	0	2	0.5	-1.7	2	5	0	6	-3	O=C(NCc1ccccc1Br)c1ccco1
-0.3	3	-2	-0.8	2.5	-3	1	3	-16	-1	O=C(NC(=S)Nc1cnc2ccccc2c1)c1ccccc1
-0.3	-32	-3	2.5	-0.8	-2	3	1	14	-2	N/C(=N\N=C\c1cccc([N+](=O)[O-])c1)c1nonc1N
-0.1	0	0	1.1	-4.5	-8	4	-1	2	-3	Cc1ccccc1NC(=S)N(CCN(C)C)C(C)c1cccnc1 (centres undefined)
0.5	-16	-4	1.0	-0.5	-3	-7	-3	14	-3	COc1ccccc1C(=O)C1Nc2ccccc2-c2nnc(SC)nc2O1 (centres undefined)
-0.6	4	1	0.3	-2.1	7	-10	0	7	-4	CN1CCN(CC#CC2(O)CCCCC2)CC1
-2.0	5	3	-1.3	-0.8	2	-5	-2	2	-12	COc1ccc(C(=O)N2CCN(CCc3ccccn3)CC2)cc1
-0.8&-0.3	0&-2	-7&-3	0.9&-1.6	-0.8&0.4	-5&-2	-5&4	2&3	4&3	1&-3	COc1ccc(S(=O)(=O)N2CCN(C3CCCCCCC3)CC2)cc1
-0.2	2	7	0.2	3.6	-4	5	-1	5	-9	CCOCCOC(=O)c1[nH]c2c(c1C)C(=O)CC(c1cccs1)C2 (centres undefined)
-0.3	2	-2	-0.8	0.9	-9	-2	-3	-3	-1	O=C(O)c1ccc(S(=O)(=O)NC2CC2)cc1
0.1	-1	-7	0.1	0.0	7	14	1	-10	2	O=c1cc(N2CCN(c3ccc(F)cc3)CC2)[nH]c(=O)n1C1CCCCC1
0.1	38*	7	0.9	0.4	-5	0	2	-36	-11	CCOC(=O)Cc1cc(=O)n(-c2nc3ccccc3s2)[nH]1
-1.1	-1	5	0.6	-1.9	-6	3	0	-2	-14	Cn1c(=O)c2nc(-c3ccccc3)oc2c2ccccc21
-0.1	0	2	-0.6	-0.5	-4	-1	1	16	2	CCOC(=O)N1CCN(C(=O)CNCc2cccs2)CC1
-1.6	13	1	-0.3	-2.4	6	-3	-2	6	-9	O=C(Nn1cnnc1)c1ccccc1CCc1ccccc1
1.0	7	3	0.3	-2.1	-1	0	-2	10	-3	CSCCC(NC(=O)c1cc(S(=O)(=O)N2CCOCC2)ccc1C)c1nc2ccccc2[nH]1 (centres undefined)
-0.3	-10	81*	0.4	9.9	80*	2	7	-11	-6	CCc1ccc(OCC(=O)N/N=C\c2ccco2)c([N+](=O)[O-])c1
-0.8	-31	-5	1.1	2.8	-13	-1	0	9	-2	COc1ccc(N2CCN(CCNC(=O)c3ccc4nc5ccccc5c(=O)n4c3)CC2)cc1
-0.3	2	1	-0.5	-0.1	7	4	9	9	5	C=CCn1c(-c2ccco2)n[nH]c1=S
0.8	2	-8	0.8	-0.1	-4	9	-2	7	2	COC(=O)c1cc(Br)c(=O)n(CCc2ccc(O)cc2)c1
0.5	0	-2	-0.4	-0.9	-7	6	-3	-13	-4	OC1(c2ccc(Cl)cc2)CCN(Cc2cn[nH]c2-c2ccccc2)CC1
0.5	-3	9	-0.5	0.4	-4	-11	1	3	4	CC(=O)Nc1ccc(NC(=O)C2CCN(c3ccc(C(F)(F)F)cn3)CC2)cc1
-0.2	0	-1	-0.6	0.5	-14	-7	0	-2	0	Cc1ccc2c(c1)N(C(=O)CCC(=O)N1CCN(c3ccccc3)CC1)CCO2
0.1	5	-8	2.2	4.1	0	1	-2	2	-2	c1ccc(CN2c3ccccc3-c3nc4ccccc4n3C2c2ccccn2)cc1 (centres undefined)
-0.3	4	1	0.1	-0.5	-5	-22	-2	2	2	CCN(CC(=O)Nc1c(F)cccc1F)C(=O)CN1C(=O)C2CCCCC2C1=O (centres undefined)
-0.5	2	0	-0.3	-3.2	9	-2	0	21	-8	Cc1ccc(S(=O)(=O)NCc2ccccn2)cc1C
0.1	4	3	-0.4	-1.2	-3	-12	3	-4	-1	CCCCCCc1c(O)nc(SCC(=O)O)[nH]c1=O
-0.4	-12	0	0.7	-0.9	2	7	-2	-3	-9	CC(C)(O)c1cc2ccc(C#CCCN3C(=O)c4ccccc4C3=O)cc2c(=O)o1
0.1	5	5	0.3	0.3	-7	-9	0	-7	-3	CC(C)Cn1c(SCC(=O)N2CCc3ccccc3C2)nc(O)cc1=O
-1.3	-2	-4	1.0	-1.7	-8	3	0	-1	-3	CCOC(=O)c1cnc2scnn2c1=O
-0.1	1	-1	1.9	-2.7	-8	3	0	0	-1	CCCc1cc2c(=O)c(-c3ccccn3)c(C)oc2cc1O
0.1	3	2	-0.4	4.2	-10	0	0	16	-1	Cc1cc(C)c(/C=N/NC(=O)c2nnn(-c3nonc3N)c2CN2CCC(C)CC2)c(C)c1
-0.6	-1	-8	-0.5	-0.2	0	-15	-1	-10	-1	COc1ccc(CN2CCN(Cc3ccc4cc(F)ccc4n3)CC2CCO)c(C)c1C (centres undefined)
4.2	-5	-3	1.1	0.1	-1	-5	0	-4	-2	O=C(O)[C@@H]1CCCN1C(=O)c1ccccc1N1C(=O)[C@@H]2Cc3c([nH]c4ccccc34)C(c3cccc(Cl)c3)N2C1=O (some centres undefined)
-0.6	-7	-6	1.4	5.5	-6	6	2	-10	-4	COc1ccc(C2=NN(c3ccccc3)C(c3ccc(OC)c(OC)c3)C2)cc1 (centres undefined)
0.2	-3	-3	-0.4	0.8	-11	-3	0	4	-2	CS(=O)(=O)c1ccc(Cl)c(NC(=O)CCCSc2ccccc2)c1
-1.3	3	-1	-0.5	-0.7	-4	1	2	10	-1	CCNc1nc(OC)nc(SCC(N)=O)n1
-0.3	-16	1	4.0	0.1	-8	10	-2	-12	-8	Cc1ccc(N=N/C(=C\O)C(=O)c2ccncc2)cc1
-0.2	3	2	0.2	0.5	8	-18	2	-5	0	Cc1ccc(C(=O)N2CCN(c3ccccc3)CC2)cc1S(=O)(=O)N1CCOCC1
0.5	-20	-4	1.0	0.8	0	-9	0	9	0	CCN1C(=O)/C(=C/c2nc3ccccc3c(=O)[nH]2)c2ccccc21
0.5	11	-6	1.3	-0.1	1	1	1	-9	-6	COc1cc(/C=C/C(=O)O)ccc1OS(=O)(=O)c1c(C)c(C)cc(C)c1C
-0.9	-2	5	0.8	-0.1	11	-14	2	-5	-4	O=C(Cc1cccs1)NCCc1csc(-c2ccccc2)n1
-0.4	0	-3	0.1	0.7	-3	-2	-4	0	-2	O=C1Cn2c(nc3ccccc32)N1c1cccc(C(F)(F)F)c1
0.3	2	12	-0.5	-0.6	-24	2	7	4	-3	CCSc1ccc(-c2nn(-c3ccccc3)cc2/C=C(/C#N)C(=O)NC)cc1
-0.9	-8	-3	0.1	-1.6	-5	8	4	4	-7	COc1cc(N)c(C(=O)c2nccc3cc(OC)c(OC)cc23)cc1OC
0.3	-7	-3	-1.7	4.3	-8	10	2	7	-5	Cc1ccc(C(=O)COC(=O)c2cc(Cl)nc3ccccc23)cc1C
-0.1	-20	3	0.9	-1.5	-12	0	-1	3	-4	Cc1ccc(CN(C(=O)c2ccc(Cl)c([N+](=O)[O-])c2)C2CCS(=O)(=O)C2)o1 (centres undefined)
0.3	1	-2	0.9	-0.3	-16	-2	-1	2	0	CCOC(=O)C1CCCN(C(=O)c2cc3cc(F)ccc3[nH]2)C1 (centres undefined)
-0.2	-3	15	-0.8	2.1	-5	1	-1	-15	-3	OCCNc1c2ccccc2nc2c(F)c(F)c(F)c(F)c12

One compound at a time (already shown). Values in the order: TbMetRS inhib	SUMO1-SIM PPI	DNMT1 inh	MsrA inhibitor	LMPTP inh	Scp-1 inhibitor	eLon inh	STEP block	NRP1-CendR mod	MsrA act
Cc1ccc(C(=O)COC(=O)c2cc(Cl)nc3ccccc23)cc1C reads 0.3	-7	-3	-1.7	4.3	-8	10	2	7	-5
CCOC(=O)C1CCCN(C(=O)c2cc3cc(F)ccc3[nH]2)C1 (centres undefined) reads 0.3	1	-2	0.9	-0.3	-16	-2	-1	2	0
COc1cc(N)c(C(=O)c2nccc3cc(OC)c(OC)cc23)cc1OC reads -0.9	-8	-3	0.1	-1.6	-5	8	4	4	-7
OCCNc1c2ccccc2nc2c(F)c(F)c(F)c(F)c12 reads -0.2	-3	15	-0.8	2.1	-5	1	-1	-15	-3
CCN1C(=O)/C(=C/c2nc3ccccc3c(=O)[nH]2)c2ccccc21 reads 0.5	-20	-4	1.0	0.8	0	-9	0	9	0

New compounds follow.
TbMetRS inhib	SUMO1-SIM PPI	DNMT1 inh	MsrA inhibitor	LMPTP inh	Scp-1 inhibitor	eLon inh	STEP block	NRP1-CendR mod	MsrA act	compound
0.2	1	3	-1.5	0.1	-3	-1	0	3	-4	CCCc1cc(=O)[nH]c(SCC(=O)N(Cc2ccccc2)C(C)C)n1
0.0	4	-2	-0.1	-0.8	/	-7	1	4	-1	Cc1ccsc1C(=O)N1CCC1(C)C(=O)Nc1ccc2c(c1)OCCO2 (centres undefined)
-1.0	1	3	-0.3	-0.7	6	3	0	-2	-7	C/C=C/c1ccc(OCC(=O)O)c(OC)c1
0.2	3	0	-0.3	0.4	-10	-10	2	17	3	COc1ccc(S(=O)(=O)NCCOc2ccc(Cl)cc2)cc1
-0.1	3	1	1.6	-0.8	-9	2	-2	2	1	O=C(CN1C(=O)NC2(CCCCCCC2)C1=O)NCc1ccc2c(c1)OCO2
-1.1	-25	4	7.3*	1.1	4	-41	-1	-9	-11	O=[N+]([O-])c1ccc(Oc2cccc3cccnc23)c([N+](=O)[O-])c1
-0.4	-1	0	/	-0.9	0	-4	1	-8	-4	COc1ccc(CNC(=O)CCNS(=O)(=O)c2ccc3c(c2)oc(=O)n3C)cc1
-0.2	2	-10	0.5	-2.2	-8	-13	1	-27	-5	CC(C)C(=O)Nc1ccc(C(=O)CN2C(=O)NC3(CCOc4ccccc43)C2=O)cc1 (centres undefined)

Source: PubChem BioAssay
